RECQ1 helicase – inhibitors of human RECQ1 DNA helicase; P46063; RECQ1 DNA unwinding, red fluorescence kinetic read; Potency, µM (top dose mostly 57.3 µM), for inactives: at the highest dose activity, negative = inhibition, most hits filed as inhibitors; 0.54% of 240,000 active; AID 2549;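 note: plate controls were vehicle for no effect and no enzyme for full effect; nearly all actives have a fitted effect of over 30% in size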
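50 nM RECQ1T1 preincubated 15 min with compound in Tris pH 8.0 buffer with MgCl2, DTT, Tween-20 and 2.5 ug/ml poly(dI-dC); started with 200 nM TAMRA/BHQ-2 forked duplex and 2 mM ATP. Unwinding read as fluorescence (525/598 nm), two reads 2 h apart.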
KDM4E inh – inhibitors of human JMJD2E histone demethylase. AID 2147. 1.6% of 230,000 active. JMJD2E catalytic domain, FDH-coupled NADH fluorescence (FDH is formaldehyde dehydrogenase). Potency, µM (series often up to 57.1 µM), inactives show at the highest dose activity change, negative = inhibition, hits mostly inhibitors; active = well fitted inhibition curve with a large enough effect, not every such curve was filed as active; inconclusive = small, poorly fitted or top-dose-only effect, or another doubt; inactive = no such curve, though single readings can be large or run the other way;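 note: 0% = wells with enzyme and -100% = buffer wells without enzyme; nearly all actives have a fitted effect of over 50% in size; many of its hits are not listed in these tables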
Target sequence (B2RXH2 1-337 limits assumed): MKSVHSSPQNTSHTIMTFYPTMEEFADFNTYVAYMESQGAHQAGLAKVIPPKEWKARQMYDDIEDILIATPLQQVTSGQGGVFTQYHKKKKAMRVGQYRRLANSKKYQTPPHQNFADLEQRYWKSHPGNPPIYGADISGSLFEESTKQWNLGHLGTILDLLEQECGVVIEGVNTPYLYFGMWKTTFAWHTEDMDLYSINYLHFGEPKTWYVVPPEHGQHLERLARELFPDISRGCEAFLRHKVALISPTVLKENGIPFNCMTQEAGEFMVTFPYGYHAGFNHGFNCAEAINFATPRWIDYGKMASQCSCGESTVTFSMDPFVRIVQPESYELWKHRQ
SMN2 splice enh – increases expression of the SMN2 splice variant; HEK293 SMN2-luciferase splicing reporter, luminescence, 30-36 h; Potency, µM (titrated, usually from 46.1 µM), inactives show top-dose activity change, positive = activation, hits mostly activators; 2.8% of 210,000 active; note: % of control where 0% means no effect; nearly all actives have a fitted effect of over 55% in size
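HEK293 cells carry an SMN2 […]–luciferase reporter in which exon 7 inclusion puts luciferase in frame. Cells were plated 10-12 h before compound addition, then incubated 30-36 h at 37C. ONE-Glo luminescence was read; sodium butyrate at 4.5 mM final served as control.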
ALDH1A1 inh – blocks purified human ALDH1A1 activity; 7.3% of 220,000 active; P00352; Potency, µM (top dose mostly 75.3 µM), inactives show top-dose activity, negative = inhibition, usual class: inhibitors; AID 1030; Purified ALDH1A1, NADH fluorescence, propionaldehyde substrate; active = well fitted inhibition curve with a large enough effect, not every such curve was filed as active; inconclusive = small, poorly fitted or top-dose-only effect, or another doubt; inactive = no such curve, though single readings can be large or run the other way;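 note: plate controls were no enzyme wells and a reference inhibitor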
TR SRC2 fluor cs – alters Texas Red total fluorescence, flagging assay interference; TRb/SRC2 Texas Red total fluorescence interference; 0.29% of 280,000 active; AID 1479; Potency, µM (titrated, usually from 106 µM), for inactives: at the top dose fluorescence change, negative = quenching; active = well fitted curve in either direction with a large enough effect; inconclusive = small, poorly fitted or top-dose-only effect; note: % is set by controls: 0 for no effect and ±100 for the full control effect
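Human TRb ligand-binding domain at 0.6 uM with 20 nM Texas Red SRC2 peptide in Tris buffer containing 1 uM T3 and 5% DMSO, incubated with compound 5 h at ambient temperature. Total fluorescence (555/632 nm) calculated as parallel + 2 × perpendicular.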
GoLoco inh red – inhibitors of human Gai1-RGS12 GoLoco interaction (red fluorophore) | P63096 | Gai1:RGS12 GoLoco peptide FP, rhodamine, 10 min | Potency, µM (doses to about 61.6 µM), inactives show top-dose activity, negative = inhibition, hits mostly inhibitors | 0.44% of 230,000 active; active = well fitted inhibition curve with a large enough effect, not every such curve was filed as active; inactive = no such curve, though single readings can be large or run the other way; note: % is set by controls: 0 for no effect and ±100 for the full control effect; nearly all actives have a fitted effect of over 30% in size; many of its hits are not listed in these tables
Target sequence (P63096 whole entry, looked up): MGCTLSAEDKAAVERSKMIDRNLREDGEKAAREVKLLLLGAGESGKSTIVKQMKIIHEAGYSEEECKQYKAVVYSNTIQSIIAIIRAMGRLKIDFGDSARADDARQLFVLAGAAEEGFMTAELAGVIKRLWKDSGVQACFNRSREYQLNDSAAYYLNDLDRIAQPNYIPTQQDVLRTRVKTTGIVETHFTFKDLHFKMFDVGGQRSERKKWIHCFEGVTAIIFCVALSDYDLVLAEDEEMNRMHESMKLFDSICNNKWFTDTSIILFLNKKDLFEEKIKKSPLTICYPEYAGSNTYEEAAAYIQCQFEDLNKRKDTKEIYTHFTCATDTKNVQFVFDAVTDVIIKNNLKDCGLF
TRb-SRC2 inh – disrupts binding of human TR beta to SRC2. P10828. TRbeta-SRC2 peptide binding, fluorescence polarization; receptor liganded with 1 µM T3. Potency, µM (titrated, usually from 106 µM), for the others: at the top dose activity change, negative = inhibition, hits mostly inhibitors. 0.065% of 280,000 active. AID 1469;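 note: plate controls were bound peptide for no effect and peptide without receptor for full effect; nearly all actives have a fitted effect of over 50% in size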
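Fluorescence polarization of 20 nM Texas Red SRC2 peptide (20-aa NR interaction domain) bound to 0.6 uM human TRb ligand-binding domain, with 1 uM T3, after 5 hr at ambient temperature; inhibition seen as decreased polarization.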
LMNA splice mod – changes lamin A minigene splicing in HeLa cells; Potency, µM (highest dose often 46.1 µM), inactives show at the highest dose ratio change, negative = inhibition, actives largely listed as inhibitors; AID 1487; 0.01% of 200,000 active; HeLa LMNA splicing GFP/RFP minigene ratio, 48 h; active = well fitted inhibition curve with a large enough effect in the signal ratio, with a control signal flat, not every such curve was filed as active; inconclusive = small, poorly fitted or top-dose-only effect, or effect the other way, or a change in a side signal; the % refers to the signal ratio; note: % is set by controls: 0 for no effect and ±100 for the full control effect
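Read-out is the ratio of GFP to DsRed2 object intensity, acquired by 488 nm laser-scanning cytometry on HeLa lamin A-EGFP minigene reporter cells. Compound incubation 48 hrs at 37 °C in Opti-MEM with 2% FBS; DMSO 0.5% final.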
* hit, by the source's call; i = inactive; ? = inconclusive; . = no result given; & = joins results of further samples; [ ] = remark or other dose. Unless noted, calls come from the whole dose curve; as a rule, active = well fitted curve in the direction sought with a large enough effect; inconclusive = small, poorly fitted or top-dose-only effect, or another doubt; inactive = no such curve, though single readings can be large; an effect the other way counts as inactive or inconclusive. Potency is the fitted concentration of half-maximal effect. This is a subset; the hit share may differ from the screen's.

SMILES | RECQ1 helicase | KDM4E inh | SMN2 splice enh | ALDH1A1 inh | TR SRC2 fluor cs | GoLoco inh red | TRb-SRC2 inh | LMNA splice mod
C#C[C@@]1(O)CC[C@@H]2[C@@H]3CCC4=CC(=O)CC[C@@]4(C)[C@H]3CC[C@]21C | 0.2%[25.9 µM] | -1.9%[25.5 µM] | -3.7%[20.6 µM] | -4.1%[20.9 µM] | -5.6%[53 µM] | -1.0%[21.6 µM] | 3.6%[53 µM] | -4.8%
COC(=O)CC1(CC(=O)OC)C(=O)NC(=O)NC1=O | i | -3.8% | -0.4% | 12.2% | -5.2% | -3.0% | -1.1% | 5.5%
Cc1n[nH]c(C)c1CCN | -1.9% | 0.5% | -7.4% | 5.5% | -1.8% | 2.0% | -7.1% | 6.8%
CCOP(=O)(OCC)C(CC)N1CCOCC1 (stereo unspecified) | -4.7% | -3.8% | 8.3% | 12.4% | -1.5% | 4.6% | -8.6% | 3.1%
COc1ccc(C(C)=O)cc1COC(=O)c1ccc2ccccc2n1 | i | -11.6% | 1.6% | 14.1µM* | -1.9% | 3.3% | 3.1% | 16.4%[46 µM]
Clc1cccc(Cl)c1CN1CCN(c2ccccc2)CC1 | -14.0% | ? | -18.6% | ? | -2.3% | -2.1% | 2.4% | -3.2%
CC1CC[C@]2(NC1)OC1CC3C4CC=C5CC(O)CC[C@@]5(C)C4CC[C@]3(C)C1C2C (stereo partly specified) | i | -2.6% | -1.0% | 9.1% | 0.1% | 8.4% | 0.6% | .
CN1CCN(c2ccc([N+](=O)[O-])cc2Cl)CC1 | i | -3.7% | 5.0% | -4.8% | 0.4% | 15.8% | 3.8% | 3.1%[46 µM]
Fc1ccc(NC2=NCCS2)cc1Cl | -8.0% | -1.3% | 5.5% | 7.0% | -0.1% | -1.6% | 4.9% | -11.9%
CNC[C@H](O)c1ccc(OC(=O)C(C)(C)C)c(OC(=O)C(C)(C)C)c1 | -1.5%[25.9 µM] | 3.9%[25.5 µM] | 21.4%[20.6 µM] | 26.2%[20.9 µM] | -3.5%[53 µM] | -15.2%[21.6 µM] | -1.8%[53 µM] | ?
c1cc2c(cc1[C@H]1OC[C@@H]3[C@H]1CO[C@H]3c1ccc3c(c1)OCO3)OCO2 | i | -15.3% | . | -1.4% | -1.0% | -1.1% | -5.2% | .
CC1OC(C)OC(C)O1 (stereo unspecified) | 0.6% | . | . | 7.0% | -1.2% | -43.5% | 4.3% | ?
CC(C)(C)[C@]1(O)C[C@@H]2OC(=O)C[C@@]23C(=O)O[C@@H]2OC(=O)[C@H](O)[C@]213 | -5.1%&2.2% | 7.4%&-6.7% | -41.1%[inhibitor] | 7.9%&4.4% | ? | -4.4%&-1.2% | 0.4%&2.1%&0.2% | -10.7%
COC(=O)C1(O)CC2OC1(C)n1c3ccccc3c3c4c(c5c6ccccc6n2c5c31)C(=O)NC4 (stereo unspecified) | -4.9%[11.5 µM] | . | . | -2.4%[13.5 µM] | -2.8%[11.2 µM] | 5.4%[14.2 µM] | 0.0%[11.2 µM] | .
C=CCn1c(=O)c(C=Nc2cccc([N+](=O)[O-])c2)c(O)n(CCCC)c1=O | -16.5% | 2.1% | -15.0% | -8.3% | 2.1% | 26.1% | 4.4% | 14.2%
Oc1cc(Cl)cc(Cl)c1Cl | 18.0% | . | -5.6% | ? | -0.7% | 2.2% | 2.8% | .
O=c1[nH]c(=O)n(Cc2ccccc2)c(O)c1C=NCCN1CCOCC1 | -12.0% | 4.6% | -10.5% | ? | -3.4% | 33.8%[activator] | 10.6% | -2.9%
O=[N+]([O-])c1ccc(N2CCNCC2)c(Cl)c1 | i | 4.6% | 2.0% | 6.7% | 4.4% | 10.8% | -8.9% | 4.0%[46 µM]
CN1CCN(S(=O)(=O)c2cnc(Cl)c(Br)c2)CC1 | 6.9% | 1.6% | 11.2% | 2.51µM* | 1.2% | 6.8% | 1.1% | ?
CNCCc1c(C)n[nH]c1C | 29.9% | 174.0%[activator] | -11.3% | -8.4% | 0.4% | 0.9% | 1.0% | 14.2%
CC(C)CCn1c(N)c(C(=O)OCC2CCCO2)c2nc3ccccc3nc21 (stereo unspecified) | -6.2% | ? | 16.5% | ? | -5.6% | 3.3% | -2.3% | 18.6%
CSCCC(N=Cc1c(O)n(-c2ccc(F)cc2)c(=O)[nH]c1=O)C(=O)OC(C)(C)C (stereo unspecified) | -9.5% | -5.5% | -0.7% | -9.5% | 2.2% | 4.2% | -14.2% | 16.2%
CCCCC/C=C\C/C=C\C/C=C\C/C=C\CCCC(=O)NCCCC(=O)O | -24.7%&-4.3% | -0.7% | 14.7% | -1.4%&-7.7% | 0.9%&-0.9% | 7.8%&4.5% | -11.2%&3.4% | .
Cc1ccc(S(=O)(=O)N2CCCCC2)cc1NC(=O)CN1CC=C(c2ccccc2)CC1 | -10.8% | ? | -38.1%[inhibitor] | -5.4% | -1.3% | 7.1% | -3.4% | ?
O=c1c2ccccc2nc(Cc2cccc([N+](=O)[O-])c2)n1-c1ccc(O)cc1 | -0.2% | 0.4% | . | . | -1.9% | 28.1% | -4.4% | .

(cont.)
SMILES | RECQ1 helicase | KDM4E inh | SMN2 splice enh | ALDH1A1 inh | TR SRC2 fluor cs | GoLoco inh red | TRb-SRC2 inh | LMNA splice mod
CCOC(=O)C(O)(c1cn(C)c2ccccc12)C(F)(F)F (stereo unspecified) | -1.8% | -1.4% | -14.7% | 0.1% | -0.6% | 7.2% | -0.6% | 4.1%
Cc1cc(C(=O)OCC(=O)NC(=O)c2cccn2C)c2ccccc2n1 | 2.9% | 0.3% | . | ? | -1.9% | 33.9%[activator] | 10.1% | .
O=c1c2ccccc2nc(/C=C/c2ccco2)n1-c1ccccc1O | ? | ? | . | . | -0.4% | 15.5% | 0.1% | .
CC(CCC(=O)O)C1CCC2C3CC[C@@H]4CCCC[C@@]4(C)C3CC[C@@]12C (stereo partly specified) | -14.1% | -3.2% | 1.9% | -0.6% | -5.5% | -2.5% | 1.0% | ?
Cc1ccc(S(=O)(=O)CC(C)(O)C(=O)Nc2cccc(C(F)(F)F)c2)cc1 (stereo unspecified) | i | -3.2% | -7.4% | 4.5% | -3.6% | -7.8% | -5.2% | 6.1%
CC1CCN(CC(=O)c2ccc3c(c2)OCCO3)CC1 | 0.7% | ? | 12.6µM* | 7.94µM* | 0.7% | 1.1% | -0.8% | ?
Cn1c(O)c(C=NCCN2CCN(C(=O)c3ccccc3)CC2)c(=O)n(C)c1=O | i | ? | 25.8% | ? | -2.9% | -14.0% | 1.4% | -5.9%
CCCCNC(=S)N1CCn2cccc2C1c1cccnc1 (stereo unspecified) | i | 0.0% | -5.0% | -3.6% | -0.6% | 2.1% | -0.2% | .
CC(C(O)c1ccccc1)N(C)CCn1cnc2c1c(=O)n(C)c(=O)n2C (stereo unspecified) | i | -0.9% | -7.8% | -0.5% | -1.7% | 14.5% | 6.8% | 24.8%[46 µM]
CCCCCCCCn1sccc1=O | 6.9% | . | -7.1% | ? | -2.2%[201 µM] | 3.1% | -28.4%[201 µM] | .
Cc1ccc(OP(=O)(NCc2ccccc2)Oc2ccc(C)cc2)cc1 | -3.9% | 0.6% | -17.3% | -10.5% | -3.6% | -1.6% | -10.3% | ?
O=c1[nH]c(=O)n(Cc2ccccc2Cl)c(O)c1/C=C1/C=CC=N1 | -24.4% | -13.6% | ? | ? | 1.8% | 143.3%[activator] | 8.8% | .
CC(C)(C)n1cc(C(=O)c2ccccc2)cc1-c1ccccc1 | -0.3% | -3.8% | . | . | 0.4% | 4.4% | 7.1% | .
O=P1(Nc2cccnc2)COc2ccccc2OC1 | -4.6% | -1.2% | 0.3% | -5.1% | -0.8% | -4.8% | -3.6% | -0.3%
O=C(NCc1cccnc1)C(Cl)(Cl)Cl | -6.7% | 4.5% | 2.8% | 10.4% | 0.6% | 14.8% | 1.6% | -6.5%
CNP(=S)(NC)OCCOc1ccc(OC)cc1 | -4.8% | -0.8% | 3.7% | 2.3% | -9.6% | 6.0% | -0.4% | 2.4%
COc1ccc(Cl)cc1NC1=NCC(C)S1 (stereo unspecified) | -0.4% | 6.0% | -3.3% | 8.8% | 1.2% | 0.7% | 10.0% | -6.3%
O=C1/C(=C\c2ccc(Cl)cc2Cl)N2CCC1CC2 | i | 6.6% | . | . | 0.4% | 4.6% | 0.2% | .
Nc1ccccc1-c1ccccc1 | -3.3% | . | -6.7% | ? | -0.4% | -4.2% | -4.3% | .
CC(C)N(CC[C@@](C(N)=O)(c1ccccc1)c1ccccn1)C(C)C | -0.3%[25.9 µM] | -0.6%[25.5 µM] | -11.1%[20.6 µM] | 17.4%[20.9 µM] | -0.7% | -7.0%[21.6 µM] | 0.4% | -10.6%
COc1ccc(CCn2c(O)c(C=Nc3ccccc3F)c(=O)[nH]c2=O)cc1OC | 1.0% | 1.3% | . | -13.0% | -5.1% | 8.3% | -10.6% | .
N#CC1(c2ccccc2)CCN(C2CC(=O)N(c3ccc4c(c3)OCO4)C2=O)CC1 (stereo unspecified) | i | 4.4% | 9.9% | 8.91µM* | 0.0% | -29.8% | -4.2% | .
CN(C)c1ccc(/C=C2\C(=O)NC(=O)N(CCc3ccc(F)cc3)C2=O)cc1 | i | ? | . | . | 0.3% | 20.0% | 3.4% | .
O=C(Nc1ccc2ccccc2c1)N1C[C@H]2C[C@@H](C1)c1cccc(=O)n1C2 | 10.0% | ? | . | . | -1.8% | -3.5% | 2.8% | .
CCOc1ccc2[nH]c(=O)c(CN(CCO)C3(c4nnnn4C4CCCCC4)CCCCC3)cc2c1 | -6.7% | -17.9% | -3.3% | ? | -3.1% | -2.4% | -6.8% | -0.2%

Exported in CSV form: part of the list above.
mol,RECQ1 helicase,KDM4E inh,SMN2 splice enh,ALDH1A1 inh,TR SRC2 fluor cs,GoLoco inh red,TRb-SRC2 inh,LMNA splice mod
Cc1cc(C(=O)OCC(=O)NC(=O)c2cccn2C)c2ccccc2n1,2.9%,0.3%,.,?,-1.9%,33.9%[activator],10.1%,.
CCCCCCCCn1sccc1=O,6.9%,.,-7.1%,?,-2.2%[201 µM],3.1%,-28.4%[201 µM],.

Assay outcomes as filed in PubChem.
